# Screens deposited in PubChem BioAssay by The Scripps Research Institute Molecular Screening Center.
# CHRM1 PAM = human M1 muscarinic receptor positive allosteric modulators, primary screen, CHO-K1 cells, Fluo-8 calcium fluorescence, 1536-well; 360,000 compounds, 0.088% hits; CHO-K1 hM1, ACh EC20; 0% = ACh EC20, 100% = maximal ACh; activation, % at 3 µM; Muscarinic acetylcholine receptor M1 (Homo sapiens), P11229; in the data active = activation above about 19%, passing the limit was not always enough
# Target sequence (P11229 whole entry, looked up): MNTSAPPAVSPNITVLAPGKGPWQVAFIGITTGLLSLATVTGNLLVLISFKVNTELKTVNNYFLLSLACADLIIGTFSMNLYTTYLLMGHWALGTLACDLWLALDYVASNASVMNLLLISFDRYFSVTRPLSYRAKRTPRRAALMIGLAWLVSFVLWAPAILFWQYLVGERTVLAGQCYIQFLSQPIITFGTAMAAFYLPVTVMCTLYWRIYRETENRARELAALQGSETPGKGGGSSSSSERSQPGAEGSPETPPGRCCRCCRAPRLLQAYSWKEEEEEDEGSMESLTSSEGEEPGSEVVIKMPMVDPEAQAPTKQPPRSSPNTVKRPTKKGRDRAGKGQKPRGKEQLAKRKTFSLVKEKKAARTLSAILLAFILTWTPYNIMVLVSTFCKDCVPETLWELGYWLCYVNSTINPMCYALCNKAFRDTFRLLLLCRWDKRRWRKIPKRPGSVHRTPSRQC
# CHRM1 agonist = human M1 muscarinic receptor agonists, primary screen, Fluo-8 calcium fluorescence, CHO-K1 cells, HTS; Muscarinic acetylcholine receptor M1 (Homo sapiens), P11229; CHO-K1 hM1, agonist mode; 0% DMSO, 100% acetylcholine EC100; activation, % at 3 µM; 360,000 compounds, 0.33% hits; AID 588814, 2011;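 active = activation above the run's mean compound activation plus 3 SD, cut at about 16% in these data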;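 also: peak over basal fluorescence ratio within a 140 s kinetic read after compound addition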
# TAAR1 ag = human TAAR1 agonists, primary screen, Fluo-8 calcium fluorescence, CHO RD-HGA16 cells | vehicle wells 0%, saturating PEA agonist 100% | AID 624467, 2012 | Trace amine-associated receptor 1 (Homo sapiens), Q96RJ0 | activation, % at 3 µM | 360,000 compounds, 0.99% hits;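 active = activation above the mean activation of all test compounds in the run plus 3 SD, cut at about 38% in these data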
# Target sequence (Q96RJ0 whole entry, looked up): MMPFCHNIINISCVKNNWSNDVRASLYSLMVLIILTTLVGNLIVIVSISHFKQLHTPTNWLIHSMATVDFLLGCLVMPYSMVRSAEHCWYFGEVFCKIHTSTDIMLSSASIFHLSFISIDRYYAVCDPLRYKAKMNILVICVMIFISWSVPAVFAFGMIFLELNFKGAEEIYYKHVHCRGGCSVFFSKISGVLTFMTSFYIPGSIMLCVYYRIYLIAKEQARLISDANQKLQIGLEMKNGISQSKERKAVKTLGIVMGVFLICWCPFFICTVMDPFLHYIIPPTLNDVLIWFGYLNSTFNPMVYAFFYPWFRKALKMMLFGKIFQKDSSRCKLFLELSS
#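 Benchmarks: low control DMSO, high control PEA (EC100); System: CHO RD-HGA16 cells carrying human TAAR1 plus Gα16; Detection: Fluo-8 fluorescence, 5 s baseline then 140 s kinetic read; Schedule: 17-24 h plating, Fluo-8 75 min 37 °C, 30 min RT; Read-out basis: % activation from peak over basal fluorescence ratio, DMSO-to-PEA scaled.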
# M1 ag parental = counter-screen for M1 agonists: effect in parental CHO-K1 cells; Fluo-8 calcium fluorescence; scaled to maximal ATP response, vehicle zero; activation, % at 3 µM; 360,000 compounds, 0.48% hits; AID 602248, 2012; in the data active = activation above about 15%;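 also: untransfected CHO-K1 host cells lacking M1 receptor as counterscreen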
# CHO-K1 Ca PAM = nonselective calcium activators in parental CHO-K1 cells, primary screen, counter-screen for M1 PAM project, cell-based, Fluo-8 calcium fluorescence, full deck, 1536-well | ATP EC20; 0% at ATP EC20, 100% at ATP max | activation, % at 3 µM | 360,000 compounds, 0.02% hits | AID 602247, 2012;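 active = activation above the run cutoff, the mean activation of all test compounds plus 3 SD, cut at about 40% in these data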;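 also: peak over basal fluorescence ratio in a 140 s read after ATP addition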
# TAAR1 antag = human TAAR1 antagonists, primary screen, Fluo-8 calcium fluorescence, CHO RD-HGA16 cells. Trace amine-associated receptor 1 (Homo sapiens), Q96RJ0. antagonist. inhibition, % at 3 µM. 360,000 compounds, 1.5% hits;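 active = inhibition above a per-plate cutoff, the mean inhibition of test compounds on that plate plus 3 SD, cut at about 49% in these data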;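 also: 0% = DMSO plus EC80 beta-PEA response and 100% = DMSO alone without agonist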
#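 System: RD-HGA16 CHO cells with stable hTAAR1 and Gα16 | Probe or stimulus: EC80 β-phenethylamine stimulus | Dosing: 3 µM, single point | Times: Dye loading 75 min at 37 °C, then 30 min room temperature | Measured by: Fluo-8 calcium-sensitive fluorescence | Read-out basis: % inhibition of agonist calcium response | Replicates: n of 1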
# M1 antag = human M1 muscarinic receptor antagonists, primary screen, CHO-K1 cells, Fluo-8 calcium fluorescence, 1536-well; CHO-K1 hM1, ACh EC80 antagonist; inhibition, % at 3 µM; Muscarinic acetylcholine receptor M1 (Homo sapiens), P11229; 360,000 compounds, 1.3% hits;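 active = percent inhibition above its own plate's cutoff, namely the mean of that plate's compound wells plus 3 SD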;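 also: peak over basal fluorescence ratio during 140 s after agonist addition; 0% = ACh EC80 plus DMSO and 100% = DMSO alone without agonist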
# CHO-K1 Ca antag = counter-screen for M1 antagonists: effect in parental CHO-K1 cells; ATP-induced calcium, Fluo-8 fluorescence; inhibition, % at 3 µM; 360,000 compounds, 0.6% hits; AID 602250;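 active = inhibition above a per-plate cutoff, the plate's mean sample inhibition plus 3 SD, cut at about 24% in these data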;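 also: 0% = DMSO plus EC80 ATP and 100% = DMSO alone without ATP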
# CHO parental Ca = ATP-evoked calcium signal inhibitors, parental CHO, primary screen, counter-screen for OX1R antagonist project, cell-based, fluorescence, Fluo-8 calcium dye | parental CHO-K1, ATP-induced calcium, Fluo-8 fluorescence | inhibition, % at 5.6 µM | 330,000 compounds, 0.63% hits;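 active = inhibition above that plate's mean sample inhibition plus 3 SD, cut at about 26% in these data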;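 also: 0% = ATP-challenged DMSO wells and 100% = DMSO wells without ATP; some compounds past the cut are filed as inactive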
#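 Test system: parental CHO cells; detection: calcium-sensitive Fluo-8 fluorescence; evaluation: percent inhibition of calcium signal; also added: ATP as calcium-mobilizing challenge; repeats: one well per compound; control set: ATP-challenged DMSO wells low, unchallenged DMSO wells high; compound: single nominal dose of 5.6 µM per compound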
# * hit, by the source's call; . = not tested or not shown; & = joins results of further samples.
# The first 2 entries, to show the layout:
SMILES,CHRM1 PAM,CHRM1 agonist,TAAR1 ag,M1 ag parental,CHO-K1 Ca PAM,TAAR1 antag,M1 antag,CHO-K1 Ca antag,CHO parental Ca
Cc1noc(C)c1COc1cccc(C(=O)Nc2ccccc2)c1,6,-6,-1,0.1,3,-12,-6,-11,-7
Cc1ncc(C[n+]2csc(CCOC(=O)CC34CC5CC(CC(C5)C3)C4)c2C)c(N)n1,-3,-12,2,0.5,19,6,-12,-4,-11

# This part in full, from the start:
SMILES,CHRM1 PAM,CHRM1 agonist,TAAR1 ag,M1 ag parental,CHO-K1 Ca PAM,TAAR1 antag,M1 antag,CHO-K1 Ca antag,CHO parental Ca
Cc1noc(C)c1COc1cccc(C(=O)Nc2ccccc2)c1,6,-6,-1,0.1,3,-12,-6,-11,-7
Cc1ncc(C[n+]2csc(CCOC(=O)CC34CC5CC(CC(C5)C3)C4)c2C)c(N)n1,-3,-12,2,0.5,19,6,-12,-4,-11
CC(C)(CNC(=O)c1ccc(Br)o1)N1CCOCC1,8,-6,2,0.3,14,-27,-11,-6,.
COC(=O)c1ccc(NC(=S)N2CCN(C(=O)c3ccco3)CC2)cc1,-6,-1,3,1.0,-7,15,14,-2,.
O=C(NC1CCCc2c1cnn2-c1ccc(F)cc1F)c1csnn1 (stereo not given),4,-2,-1,0.5,-1,7,-3,-5,-10
COc1ccc(-n2c(SCC(C)=O)nc3sc(C)c(C)c3c2=O)cc1,9,-1,1,0.1,4,-15,-15,0,-17
O=C(COc1ccc(Cl)cc1)NCc1n[nH]c(=O)c2ccccc12,7,-4,0,1.8,5,-4,-12,1,2
COc1ccc([C@H]2/C=C\CN(C(=O)C3CC3)[C@@H](C)C(=O)N2Cc2ccc(F)cc2)cc1,-2,-4,9,0.5,-6,3,6,-13,-18
CCOC(=O)c1c(C)[nH]c(C)c1C(=O)COC(=O)c1nn(CC)c(=O)c2ccccc12,0,-3,1,1.1,4,-16,2,4,.
CCOc1ccccc1OCC(=O)NNC(=S)NC1CCCCC1,1,-3,8,1.3,29,2,9,-18,-2
COc1ccc(CCN2CC(C(=O)Nc3cccc(C(C)=O)c3)CC2=O)cc1OC (stereo not given),12,-3,6,0.2,-7,-19,-12,-4,-15
Cc1ccc(-c2nnc(N3CCN(C(=O)CSc4ncn[nH]4)CC3)c3ccccc23)cc1,-12,-7,0,-0.6,-5,-7,3,18,-7
CCOc1ccc(N=C(NC#N)SC)cc1,7,2,1,-0.6,6,2,-11,-30,-7
Cc1ccc(C(=O)NC(C)CCc2ccccc2)cc1S(=O)(=O)N1CCOCC1 (stereo not given),-2,-7,4,2.0,1,-10,-5,-22,-19
CCCn1c(SC(C(=O)Nc2cccc(OC)c2)c2ccccc2)nc2ccccc2c1=O (stereo not given),5,-6,0,1.6,21,28,3,-1,-18
COc1ccc(S(=O)(=O)N(CC(=O)NCC2CCCO2)Cc2ccccc2)cc1C (stereo not given),6,-4,1,2.5,24,-16,-6,-17,-19
COC(=O)CNC(=O)C1Nc2ccccc2C2C=CCC12 (stereo not given),11,-2,4,0.5,12,1,-15,-13,-6
COC(=O)CCC(NC(=O)c1cc(C)oc1C)C(=O)OC (stereo not given),4,-2,7,0.2,21,-1,-3,-7,-9
Cc1ccc(C(=O)OCC(=O)Nc2ccccc2Cl)c(O)c1,9,-2,-3,0.9,20,-4,-15,-13,-10
O=C(CN1CCC(NC(=O)C2CCCCC2)CC1)NCc1ccco1,4,-6,3,-0.2,10,-4,-1,-4,-15

# Taken from above.
# For CHRM1 agonist, `CCOC(=O)c1c(C)[nH]c(C)c1C(=O)COC(=O)c1nn(CC)c(=O)c2ccccc12` is entered as -3
# For CHO-K1 Ca PAM, `O=C(CN1CCC(NC(=O)C2CCCCC2)CC1)NCc1ccco1` is entered as 10

# (cont.)
SMILES,CHRM1 PAM,CHRM1 agonist,TAAR1 ag,M1 ag parental,CHO-K1 Ca PAM,TAAR1 antag,M1 antag,CHO-K1 Ca antag,CHO parental Ca
COc1ncccc1C(=O)N1CCC(n2nccc2NC(=O)CC(C)C)CC1,3,-2,2,0.4,11,-2,-3,-13,6
COc1ccc(C(=O)N2CC(=O)Nc3ccccc32)cc1S(=O)(=O)N1CCCC1,-2,-4,1,0.5,-10,-8,7,-11,-4
CCCn1nnc(NC(=O)COc2cc(C)ccc2C(C)C)n1,2,-5,15,0.2,19,3,3,-30,-13
COc1ccc(C[C@H]2CN3C(=NC[C@@H]3Cc3ccccc3)N2CCNC(=O)c2ccc(C)c(Br)c2)cc1,-9,-10,.,2.3,22,.,22,-11,-14
COc1ccccc1OCCCCNCCO,9,-4,0,-0.2,8,-7,-17,-13,2
CCOc1ccccc1C(=O)NCC(=O)OCC(=O)NCCc1ccc(S(N)(=O)=O)cc1,-2,0,5,-0.2,-6,0,-20,0,0
CCC1=Nc2cc(C(=O)NCCN3CCOCC3)ccc2Sc2ccccc21,8,-5,2,0.6,2,1,-13,-5,-22
CC(C)(C)OC(=O)N1CCN(C(c2ccnc3ccccc23)c2nnnn2-c2ccc3c(c2)OCCO3)CC1 (stereo not given),.,.,1,3.3,18,10,.,-17,.
C=CCN1C(=O)/C(=C\C(C)=C\c2ccccc2)SC1=S,9,-2,4,0.7,9,-3,-18,-6,-3
Cc1ccc(CSc2nc3sc(C)c(C)c3c(=O)n2Cc2ccco2)cc1,7,-6,18,1.6,18,-14,-2,-15,-2
COc1cccc(NC(=O)CNC(=O)c2ccc([N+](=O)[O-])cc2)c1,6,-3,0,0.0,8,-18,-9,-1,0
COc1cc(/C=N/NC(=O)c2ccccn2)cc2c1OCO2,8,-4,2,0.1,11,-7,-8,-4,-3
CC(C)n1c(NCc2cccs2)nc2ccccc21,12,-7,17,0.8,16,-2,-16,-12,-15
NC(=O)C1=C[C@@H](c2coc3ccccc3c2=O)C[C@@H](OCc2ccc(CO)cc2)O1,4,-1,5,-0.5,16,5,-12,-16,-13
Cc1ccc(-c2noc(COc3ccccc3C)n2)cc1,12,-3,2,0.4,11,-19,-16,-1,-19
Cc1cccc(/C=N/n2c(C)nc3ccccc3c2=O)c1,3,-5,4,0.6,3,-9,-11,-15,-4
O=C(NCCN1CCCCC1)c1c(O)c2ccccc2[nH]c1=O,-7,-5,8,0.1,1,-27,19,-4,-12
Cc1ccc(N=Nc2c(=O)[nH]n3c(C)cc(C)nc23)cc1,9,-2,1,0.3,18,11,-12,-6,-14
CCCCCCSc1cc(-c2nc3ccc(Cl)cn3c2NCCCC)ccc1OC,6,-4,1&0,1.1&0.8,19&6,-19&2,4,-15&-13,-35
Cc1cc(NC(=O)CCc2ccc(-c3ccccc3)o2)no1,-1,-3,5,0.5,-18,-20,7,-6,2
Cc1ccc(S(=O)(=O)O)c(C)c1N1CCCC1=O,7,-4,10,0.6,14,1,-4,-4,-5
COc1cccc(-c2ccc3c(c2)S(=O)(=O)c2cccc(C(=O)O)c2C3=O)c1OC,7,-5,8,-0.5,-3,13,0,15,4
CCCn1c(N)c(C(=O)CN(C)CC(=O)Nc2ccccc2C(F)(F)F)c(=O)[nH]c1=O,3,-2,9,0.2,12,19,-5,-9,-28
O=C(C[n+]1cn(C(F)F)c2ccccc21)c1ccc(OC(F)F)cc1,5,-2,0,0.6,9,23,-4,1,12
O=C(NCCNC(=O)c1ccco1)c1cccc(F)c1,5,-3,2,0.1,9,2,-12,-4,-22
COC(=O)C1C2C=CC3(CN(Cc4ccco4)C(=O)C13)O2 (stereo not given),3,-3,5,0.5,13,-12,1,-4,1
Cc1ccc(C(=O)Nc2cccc(NC(=O)c3cccnc3)c2)cc1,6,-2,37,1.7,-10,16,-4,-20,3
O=[N+]([O-])c1ccc(OCc2cnc(Cl)s2)c([N+](=O)[O-])c1,2,-4,2,4.2,18,-14,0,-20,4
COCCn1c(-c2ccco2)nc2nc3ccccc3nc21,10,0,8,1.6,1,17,-14,20,-6
Cc1ccc(NC(=S)N(C)Cc2cn(C)c3ccccc23)cc1,7,-9,-2,0.3,24,4,-8,-6,-8
CCOC(=O)C(=O)Nc1ccc(S(=O)(=O)Nc2nccc(C)n2)cc1,6,-1,5,0.3,12,-9,-13,-9,.
N/C(Cn1cncn1)=N\OC(=O)c1ccc(Cl)cc1Cl,13,-5,6,0.7,15,-7,-5,-5,-5
Cc1cc(C)nc(NC(=NCCc2c[nH]c3ccccc23)NC(=O)c2ccco2)n1,-4,1,13,4.2,17,68*,29*,-3,-13
OC(c1cc(-c2ccc(Cl)cc2)nc2ccccc12)C1CCCCN1 (stereo not given),14,-1,17,9.8,-9,25,-8,21,17
C/C=C/c1ccc(OCC(=O)Nc2ccncc2)c(OC)c1,-9,-1,10,15*,-1,13,14,17,16
C=CCN(C(=O)Cc1cccs1)c1nc(-c2ccc(S(C)(=O)=O)cc2)cs1,-8,-5,-2,8.6,6,1,17,-7,-1
COc1cc(NC(=O)C(C)C)ccc1NC(=O)c1ccco1,-2,1,3,0.2,10,-3,8,-11,-11
CCOC(=O)c1c(C)[nH]c(C(=O)CN2C(=O)NC(CC)(c3ccccc3)C2=O)c1C (stereo not given),-3,6,53*,2.4,-8,20,12,16,-27
CC(=O)SC1CC(=O)C=C2CCC3C4CCC(=O)OC4(C)CCC3C21C (stereo not given),2,-6,1,0.6,14,-19,-8,-9,.
CC1CCN(C(NC(=O)c2ccco2)C(=O)c2ccccc2)CC1 (stereo not given),4,-1,2,-0.2,7,-12,-4,-17,-7
O=C(NC1CC1)c1ccc(NC(=O)C2CCCC2)cc1,6,-3,0,0.2,24,-8,-10,-12,.
Cc1cc(-n2c(C)cc(C(=O)CSc3nnnn3-c3ccccc3)c2C)no1,-2,-2,1,5.7,9,13,-20,-18,-14
Cc1noc(C)c1S(=O)(=O)N(C)C[C@H]1Oc2ccc(NS(=O)(=O)c3ccccc3)cc2C(=O)N([C@H](C)CO)C[C@@H]1C,13,-6,4,-0.2,13,8,-13,-14,-14
CS(=O)(=O)Nc1ccc(C(=O)Nc2ccccc2-c2ccccc2)cc1,9,-1,3,0.8,17,-3,-19,-7,-10
COc1ccc(Nc2nc(-c3ccccc3F)nc3ccccc23)cc1OC,-2,-4,4,3.5,1,47,13,6,-16
CC(C)(C)n1nc2c(c1NC(=O)Cc1ccccc1)CS(=O)(=O)C2,8,-3,2,0.5,-5,-11,-3,-9,-9
